AGP1-GFP MLPCN: yeast TOR pathway AGP1-GFP modulation | GFP response vs DMSO, % at 10 µM | S. cerevisiae AGP1-GFP multiplex flow cytometry, 3 h; GFP as percent of DMSO wells | 0.02% of 320,000 active;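 active = GFP response relative to DMSO above a set limit, near screen average plus 3 SD, cut at about 150% in these data; inconclusive = fewer than 70 cells counted for the yeast strain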;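 also: median GFP channel fluorescence of the gated AGP1 strain per well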
CR mimetic SO: yeast age-related superoxide inhibition as caloric restriction mimetic; 0.18% of 330,000 active; superoxide response (% of plate mean), % at 10 µM; S. cerevisiae aged cells, superoxide DHE fluorescence; stronger effect = lower value;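 active = superoxide response under a set limit, about three screen SD below normal, cut at about 65% in these data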;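 also: yeast aged for seven days with compound at 30 °C before DHE staining; 100% = average MFI of all compound-treated wells on the plate with controls excluded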
RPL19A-GFP yeast: modulators of TOR pathway RPL19A-GFP in S. cerevisiae; percent response vs DMSO, % at 10 µM; S. cerevisiae RPL19A-GFP strain, flow cytometry, 3 h; stronger effect = lower value; 0.3% of 330,000 active; AID 2025;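 active = percent response vs DMSO below 50%; inconclusive = fewer than 70 events counted for the yeast strain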;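 also: median channel GFP fluorescence of the barcoded RPL19A-GFP strain; ratio of sample median GFP to plate DMSO average so 100% = DMSO; lower means less RPL19A-GFP as with rapamycin TOR inhibition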
MEP2 TOR yeast: modulators of TOR pathway MEP2-GFP in S. cerevisiae; AID 2016; GFP response vs DMSO, % at 10 µM; 0.51% of 330,000 active; S. cerevisiae MEP2-GFP strain, flow cytometry GFP, 3 h; 100% = DMSO control level;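 active = GFP response versus DMSO above a set limit, roughly screen mean plus 3 SD, cut at about 180% in these data; inconclusive = fewer than 70 cells counted for a yeast strain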;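 also: median GFP fluorescence of the barcode-gated MEP2-GFP cells per well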
CIT2-GFP yeast: yeast TOR pathway CIT2-GFP modulation; S. cerevisiae CIT2-GFP strain, flow cytometry, 3 h; 100 means same as DMSO wells; GFP response vs DMSO, % at 10 µM; 0.065% of 320,000 active; AID 2029;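 active = GFP response relative to DMSO above a set limit, near the screen mean plus 3 SD, cut at about 150% in these data; inconclusive = Fewer than 70 cells measured for a yeast strain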;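 also: ratio of well median GFP fluorescence to mean of DMSO wells on the plate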
VLA-4 inh: inhibition in a human VLA-4 binding assay; 0.2% of 330,000 active; P13612; inhibition, % (about 7 µM as worked out from the volumes in the protocol); VLA-4 expressing cells, ligand binding flow cytometry; in the data active = inhibition above about 50%
Target sequence (P13612 whole entry, looked up): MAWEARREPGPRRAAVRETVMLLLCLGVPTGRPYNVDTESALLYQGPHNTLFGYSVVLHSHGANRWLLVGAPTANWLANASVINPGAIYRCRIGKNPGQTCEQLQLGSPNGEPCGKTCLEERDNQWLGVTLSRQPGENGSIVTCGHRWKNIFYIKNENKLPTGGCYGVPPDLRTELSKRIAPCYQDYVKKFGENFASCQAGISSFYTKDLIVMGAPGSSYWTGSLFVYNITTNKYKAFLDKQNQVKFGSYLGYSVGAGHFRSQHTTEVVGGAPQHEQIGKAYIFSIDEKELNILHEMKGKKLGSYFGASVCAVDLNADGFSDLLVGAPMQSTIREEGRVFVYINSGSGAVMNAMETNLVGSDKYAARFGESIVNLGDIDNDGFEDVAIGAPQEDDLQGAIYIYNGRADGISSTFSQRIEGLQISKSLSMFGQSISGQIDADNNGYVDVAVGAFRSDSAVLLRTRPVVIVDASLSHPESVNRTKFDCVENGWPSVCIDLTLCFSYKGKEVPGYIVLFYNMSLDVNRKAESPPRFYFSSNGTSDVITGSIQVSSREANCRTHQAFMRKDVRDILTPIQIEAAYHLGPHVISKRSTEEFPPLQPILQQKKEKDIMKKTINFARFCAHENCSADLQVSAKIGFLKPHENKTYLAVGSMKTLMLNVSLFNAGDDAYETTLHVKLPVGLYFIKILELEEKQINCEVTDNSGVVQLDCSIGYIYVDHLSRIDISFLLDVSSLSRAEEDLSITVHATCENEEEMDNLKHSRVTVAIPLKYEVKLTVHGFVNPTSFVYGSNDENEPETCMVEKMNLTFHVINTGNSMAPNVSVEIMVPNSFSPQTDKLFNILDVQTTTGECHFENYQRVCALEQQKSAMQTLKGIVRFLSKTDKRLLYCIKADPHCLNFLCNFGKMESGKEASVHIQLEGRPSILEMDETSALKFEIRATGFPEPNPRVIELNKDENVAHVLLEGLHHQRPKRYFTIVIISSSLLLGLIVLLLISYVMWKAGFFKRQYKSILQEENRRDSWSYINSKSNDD
GRK2 inh: inhibitors of human GRK2 displacing RNA aptamer. P25098. bead flow cytometry, FAM-aptamer displacement from GRK2. inhibition of aptamer binding, % at 10 µM. 0.59% of 330,000 active. AID 488847;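 active = inhibition of aptamer binding above 40%, roughly 3 SD of noise, on plates passing a quality check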;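 also: median bead fluorescence of bound FAM aptamer so fluorescent compounds give negative values; no value below 0 was filed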
LAP4 TOR yeast: modulators of TOR pathway LAP4-GFP in S. cerevisiae. S. cerevisiae LAP4-GFP multiplex, flow cytometry GFP, 3 h; median GFP as percent of DMSO wells. GFP response vs DMSO, % at 10 µM. 0.34% of 320,000 active. AID 2023;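 active = GFP response vs DMSO above a set limit, about the screen mean plus 3 SD, cut at about 150% in these data; inconclusive = under 70 cell events counted for the yeast strain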
Numbers without * were called inactive; u = inconclusive; x = no result given; [ ] = remark or other dose.

SMILES	AGP1-GFP MLPCN	CR mimetic SO	RPL19A-GFP yeast	MEP2 TOR yeast	CIT2-GFP yeast	VLA-4 inh	GRK2 inh	LAP4 TOR yeast
Cc1ccc(C(=O)C(C)OC(=O)c2ccccc2[N+](=O)[O-])cc1 (stereo unspecified)	99	94	103	98	93	-9	0	98
c1ccc(Cn2nnc3cnccc32)cc1	98	116	97	101	103	4	0	97
O=C(CCl)NN=C(c1ccccc1)c1ccccc1	106	92	100	97	105	11	0	93
O=C(COC(=O)c1n[nH]c2ccccc12)c1cc(F)ccc1F	94	99	107	108	103	-13	3	98
COC(=O)c1ccc(N2CCN(c3ccccc3)CC2)c(N)c1	108	108	106	108	100	45	5	99
CCCn1c(C)cc(C)c(C#N)c1=O	105	74	102	105	96	15	1	96
Cc1ccc(S(=O)(=O)N(C)c2ccc(OCC(=O)OCc3c(C)noc3C)cc2)cc1	105	115	99	103	85	10	1	108
COC(=O)CCN(C(=O)C1C2CC3CC(C2)CC1C3)c1ccccn1 (stereo unspecified)	107	92	95	93	96	-12	5	154*
COCCNS(=O)(=O)c1ccc(OCC(=O)OC)c(Cl)c1	102	109	102	102	100	4	0	123
COc1ccc(-n2c(COc3ccccc3)n[nH]c2=S)cc1	92	101	98	102	96	4	0	93
O=c1cc(CSc2ccccn2)nc(N2CCN(c3ccccc3)CC2)[nH]1	97	99	106	109	100	10	3	111
COc1ccc(NC(=O)Nc2ccccn2)cc1OC	104	95	99	107	95	-2	0	106
Cc1cc(NC(=O)CSc2ccc3nnc(-c4ccccc4)n3n2)no1	106	139	99	102	111	17	2	102
CCOc1cc2[nH]c(=O)n(CCC(=O)NCCc3ccccc3)c(=O)c2cc1OCC	94	86	93	97	93	11	5	92
CC1=CC(C)(C)N(C(=O)Nc2ccccc2)c2ccccc21	104	114	95	104	102	8	0	112
COc1ccccc1-n1nc(C(=O)O)c2ccccc2c1=O	106	102	102	106	102	-5	0	106
CC1CCN(c2ccc3c(c2)S(=O)(=O)c2cccc(C(=O)NC4CCCCC4)c2C3=O)CC1	99	100	98	93	101	-28	3	99
Nn1c(SCC(=O)Nc2ccc(F)cc2F)nnc1C1CCCCC1	88	115	98	98	87	3	2	98
COc1cc(C(Nc2ccccn2)c2ccc3ccc(C)nc3c2O)cc(OC)c1O (stereo unspecified)	105	90	103	103	105	45	0	110
O=C(Oc1c(CN2CCOCC2)cc(Cl)c2cccnc12)c1cccs1	92	103	105	99	99	4	0	85
CCC1=C(OC(=O)N(CC)CC)N2C(=O)OC(=NCCc3c[nH]c4ccccc34)[C@]2(C)[C@H]2C1=CC[C@H]1C(=O)N(CC(=O)OC)C(=O)[C@H]12	100	98	98	102	97	2	3	97
COc1ccc(S(=O)(=O)N2CCC(C(=O)N[C@H](C(=O)NCc3ccncc3)C(C)C)CC2)cc1	108	91	104	110	116	3	4	99
COC(=O)c1ccccc1N=Nc1c(C)n[nH]c1C	100	107	95	102	94	-9	2	108
CSCCC(NC(=O)c1ccccc1Cl)C(=O)Nc1cccc(S(=O)(=O)N2CCCC2)c1 (stereo unspecified)	108	118	95	99	95	6	0	104

Entries listed above printed as active in LAP4 TOR yeast:
mol	AGP1-GFP MLPCN	RPL19A-GFP yeast	MEP2 TOR yeast	CIT2-GFP yeast	VLA-4 inh	GRK2 inh	LAP4 TOR yeast
COC(=O)CCN(C(=O)C1C2CC3CC(C2)CC1C3)c1ccccn1 (stereo unspecified)	107	95	93	96	-12	5	154*

Going on with the list:
SMILES	AGP1-GFP MLPCN	CR mimetic SO	RPL19A-GFP yeast	MEP2 TOR yeast	CIT2-GFP yeast	VLA-4 inh	GRK2 inh	LAP4 TOR yeast
COc1ccc(NC(=O)CNS(=O)(=O)c2cccc3nonc23)c(OC)c1	109	95	106	106	109	-8	1	110
O=C(Cc1ccc(Cl)c(Cl)c1)Nc1ccccc1N1CCCC1	90	107	107	105	89	7	0	91
O=C1Cc2ccccc2Sc2c(OCCN3CCCCC3)cccc21	101	96	99	106	105	17	2	92
COc1ccc(C(=S)N2CCOCC2)cc1OC(=O)c1ccc([N+](=O)[O-])cc1[N+](=O)[O-]	93	95	100	92	102	19	3	103
Cc1sc(NC(=O)CSc2nnc(C)c(=O)[nH]2)c(C#N)c1C	97	97	94	95	93	-2	0	89
COc1cc(C(=O)NNC(=O)c2ccoc2C)cc(OC)c1OC	102	99	108	99	97	2	0	104
Cc1ccc(-n2cc(CN3CCNC(=O)CC3)c(-c3cccc(C)c3)n2)cc1	97	92	92	92	96	-10	2	97
CC(C)C1Nc2ccc(C(=O)O)cc2C2C=CCC21 (stereo unspecified)	92	90	101	100	84	1	2	110
O=C(c1ccc(Br)o1)N1CCN(CCOc2ccccc2)CC1	93	100	96	93	96	-6	1	91
CCCOC(=O)NC1CCS(=O)(=O)C1 (stereo unspecified)	109	99	103	102	105	11	1	102
CC(=O)N1CCN(c2ccc([N+](=O)[O-])c(NCC3CCCO3)c2)CC1 (stereo unspecified)	96	84	93	101	101	5	0	94
O=C(NCc1ccccc1)C1=C[C@@H](c2ccccc2)C[C@@H](OCc2ccc(CO)cc2)O1	89	110	101	90	115	6	0	131

The last two entries of the section above lead into the next.
SMILES	AGP1-GFP MLPCN	CR mimetic SO	RPL19A-GFP yeast	MEP2 TOR yeast	CIT2-GFP yeast	VLA-4 inh	GRK2 inh	LAP4 TOR yeast
CC(=O)N1CCN(c2ccc([N+](=O)[O-])c(NCC3CCCO3)c2)CC1 (stereo unspecified)	96	84	93	101	101	5	0	94
O=C(NCc1ccccc1)C1=C[C@@H](c2ccccc2)C[C@@H](OCc2ccc(CO)cc2)O1	89	110	101	90	115	6	0	131
COC(=O)c1c(NC(=O)C(=O)N2CCCC2)sc2c1CC(C)(C)OC2	89	105	95	94	94	0	0	83
O=C(CSc1nc2c(c(=O)n1-c1ccc(Br)cc1)SCC2)NCC1CCCO1 (stereo unspecified)	105	93	100	103	106	13	0	108
CC[C@H](C)[C@H](NC(N)=O)C(=O)Nc1ccc2c(c1)OCO2	96	97	105	101	108	-9	3	102
O=S(=O)(Nc1cccc2ccccc12)c1ccccc1F	89	97	92	89	91	0	2	81
O=C(CSc1nc(C(F)(F)F)cc(=O)[nH]1)Nc1cccc2ccccc12	104	104	101	106	109	-10	2	106
COc1ccc(CC(=O)NCc2nnc(SCc3ccc(C)cc3)n2C)cc1	97	102	102	99	91	8	0	100
O=C1c2ccccc2C(Nc2ccc(Cl)cn2)N1c1cccnc1 (stereo unspecified)	109	96	101	109	108	-4	4	103
COc1ccccc1C(=O)/C=C/c1ccc(N2CCCCC2)c([N+](=O)[O-])c1	97	105	99	97	98	25	0	94
CCCc1nn2c(=O)c(C(c3ccc(C)cc3)c3c(O)nc4sc(CCC)nn4c3=O)c(O)nc2s1	104	109	99	98	92	16	0	105
CN1CCN(c2ccccc2NC(=O)c2ccc(-c3ccccc3)cc2)CC1	110	106	103	105	103	20	0	107
CCCn1ccnc1SCC(=O)Nc1c(C)n(C)n(-c2ccccc2)c1=O	104	97	96	96	93	9	2	99
CCn1c(SCC(=O)N/N=C/c2ccccc2OCC(=O)O)nnc1-c1ccc(OC)cc1	106	102	95	105	104	-3	9	105
COC(=O)C1=CN(CC2CCCO2)C=C(C(=O)OC)C1c1cccc(O)c1 (stereo unspecified)	101	98	97	97	92	6	1	105
O=C(c1cc2c(ccc3ccccc32)o1)N1CCN(c2ncc(C(F)(F)F)cc2Cl)CC1	97	74	97	98	103	7	0	x
Cc1ccc(C(=O)OCC(=O)Nc2ccc3c(c2)OCO3)cc1S(=O)(=O)N1CCOCC1	104	86	99	104	106	-13	3	100
CSc1nc2ccc(NC(=O)CSc3nnc(N)s3)cc2s1	101	93	96	94	101	-13	0	100
CCn1nc(C(C)C)cc1C(=O)N1CCCC(CO)(Cc2ccc(F)cc2F)C1 (stereo unspecified)	99	96	97	95	93	-1	0	92
CCn1c(SCC(=O)N2c3ccccc3CCc3ccccc32)nnc1-c1ccc(OC)cc1	97	105	103	100	101	7	0	92
O=C1CC(C(=O)Nc2ccccc2)S/C(=N\NC(=O)c2ccccc2Cl)N1 (stereo unspecified)	99	93	105	100	97	-9	0	123
CC(C)(C)C1CCC(C(=O)Nc2ccccc2N2CCOCC2)CC1 (stereo unspecified)	93	88	99	97	87	5	0	100
COCCNC(=O)C(=O)NNC(=O)COc1ccc(OC)cc1	106	102	105	103	100	1	2	91
COc1cc(C(c2sc3nc(C)nn3c2O)N2CCN(c3ccccc3)CC2)cc(OC)c1OC (stereo unspecified)	85	76	86	88	89	31	0	87
O=C(c1cccnc1)N1CCN(S(=O)(=O)c2ccc(Cl)cc2)CC1	92	107	101	104	97	3	1	100
Cc1c(CN2CCN(CC(C)(C)C)C(CCO)C2)[nH]c2ccccc12 (stereo unspecified)	103	99	105	106	105	-2	0	102
COc1ccc(C(=O)N2CCC2)cc1S(=O)(=O)NCc1ccc(Cl)cc1	104	94	97	105	99	3	0	118
O=C(CNC(=O)c1cccs1)c1ccc([N+](=O)[O-])cc1	103	95	93	89	90	-12	0	114
Cc1ccc(CN2CCN(Cc3cnc(N4CCOCC4)s3)CC2CCO)o1 (stereo unspecified)	107	99	108	108	110	-1	72*	102
Cc1cc(-c2nn(-c3ccccc3F)cc2CN2CCCC(O)C2)c(C)s1 (stereo unspecified)	104	103	98	102	103	6	0	106
Cc1[nH]nc(N=Cc2c(O)n(C)c(=O)n(C)c2=O)c1-c1ccccc1	107	102	104	107	105	14	0	98
COc1nc(/C=C/N(C)C)c([N+](=O)[O-])c(OC)n1	101	86	99	97	91	-16	3	108
CCC1S/C(=C(\C#N)C(=O)NCc2ccco2)N(c2ccc(Br)cc2)C1=O (stereo unspecified)	100	96	99	98	112	-5	1	100
CC1(C(=O)OCC(=O)Nc2ccc(Cl)cn2)CC1(Cl)Cl (stereo unspecified)	95	110	92	95	87	-3	0	111
CC(=O)Nc1ccc(S(=O)(=O)N2c3ccccc3C(C)=CC2(C)C)cc1	101	104	101	103	111	34	1	102
O=C(COC(=O)CCc1ccccc1)Nc1ccccc1OC(F)F	107	77	105	109	101	6	1	104
COc1ccc(N2C(=O)CC(Cc3ccccc3OC)C2=O)cc1 (stereo unspecified)	97	108	98	92	91	-5	0	105
O=C(OC1CCOC1=O)c1ccccc1C(=O)c1ccc(Cl)c([N+](=O)[O-])c1 (stereo unspecified)	91	95	92	96	79	40	3	96
N#CCC(=O)Nc1ncn(Cc2ccccc2Cl)n1	99	97	99	103	97	2	2	103
CC(C)NC(=O)c1onc(CSc2ccncc2)c1C(=O)NC(C)C	107	106	100	104	97	29	1	93
Cc1ccc2cccc(N=Cc3c(C)[nH]n(-c4ccccc4)c3=O)c2n1	u	100	u	u	u	-15	0	u
CC(=O)COc1ccc2c3c(c(=O)oc2c1)CCCC3	99	114	99	99	99	3	0	109
N#CCSc1nnc(-c2ccccc2O)n1Cc1ccccc1	98	92	95	102	97	-7	1	101
CCCCOc1ccc(C(=O)N2CCCC2C(=O)O)cc1 (stereo unspecified)	17[may fluoresce violet]	96	64[may fluoresce violet]	142[may fluoresce violet]	u	-1	2	86[may fluoresce violet]
O=C(Nc1ccc(Oc2cccc3ccccc23)cc1)c1ccco1	89	107	89	94	82	3	1	110
COc1ccccc1N1CCN(c2ncnc3nc[nH]c23)CC1	104	109	100	97	99	3	0	104
CCS(=O)(=O)N1CCN(C(C)CCc2ccccc2)CC1 (stereo unspecified)	x	111	95	97	95	-1	3	104
Cc1cc(NC(=O)Cc2ccsc2)ccc1Br	98	102	100	95	83	15	2	100

Screening results deposited in PubChem by NMMLSC.
